NPY Y2 blocker = NPY-Y2 receptor antagonists, primary screen, cell-based; Neuropeptide Y receptor type 2 (Homo sapiens), P49146; NPY-Y2 expressing cells, antagonist mode; inhibition, % at 2.7 µM; 140,000 compounds, 0.99% hits; AID 793, 2007; in the data active = inhibition above about 17%;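 note: 0% = vehicle with agonist challenge and 100% = reference antagonist with challenge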
Target sequence (P49146 whole entry, looked up): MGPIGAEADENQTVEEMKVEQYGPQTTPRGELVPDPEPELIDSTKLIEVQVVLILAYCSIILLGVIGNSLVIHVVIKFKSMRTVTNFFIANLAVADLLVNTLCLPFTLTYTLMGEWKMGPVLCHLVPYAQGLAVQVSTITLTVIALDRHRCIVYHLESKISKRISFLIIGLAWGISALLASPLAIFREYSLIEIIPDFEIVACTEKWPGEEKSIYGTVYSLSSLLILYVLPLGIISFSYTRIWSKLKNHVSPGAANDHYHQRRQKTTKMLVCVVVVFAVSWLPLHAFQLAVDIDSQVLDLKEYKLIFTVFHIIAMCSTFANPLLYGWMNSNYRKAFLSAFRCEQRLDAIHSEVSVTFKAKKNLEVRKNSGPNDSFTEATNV
Measles CPE = compounds protecting cells from measles virus cytopathic effect, primary screen, measles RdRp inhibitor project, single point, MLSMR library, absorbance; Measles virus-infected cells, CPE protection; AID 841, 2007; 140,000 compounds, 1.5% hits; protection (pct of control), % at 4 µM; in the data active = protection mostly above about 24%, no sharp cut-off; inactive = mostly below about 26%; note: some compounds called inactive have numbers as strong as hits
HCT116 PTEN-null = growth suppression of PTEN-null HCT116, primary screen, cell-based, CellTiter-Glo. viability, % at 10 µM. 140,000 compounds, 1.2% hits. HCT116 PTEN-null viability, 60 h; hits give low values;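 active = viability at or below a set limit, 4 SD under the median of all tested compounds, cut at about 3.7% in these data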;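 note: PTEN knockout HCT116 line with beta catenin targeted HCT116 as companion control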
GALR2 antag = GALR2 antagonists in receptor-expressing cells, primary screen. Galanin receptor type 2 (Homo sapiens), O43603. 140,000 compounds, 0.39% hits. antagonist mode. inhibition, % at 4 µM; in the data active = inhibition above about 27%;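 note: cells stimulated with galanin 1-16 at roughly its EC80; 0% = agonist challenge control and 100% = basal control without agonist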
Target sequence (O43603 whole entry, looked up): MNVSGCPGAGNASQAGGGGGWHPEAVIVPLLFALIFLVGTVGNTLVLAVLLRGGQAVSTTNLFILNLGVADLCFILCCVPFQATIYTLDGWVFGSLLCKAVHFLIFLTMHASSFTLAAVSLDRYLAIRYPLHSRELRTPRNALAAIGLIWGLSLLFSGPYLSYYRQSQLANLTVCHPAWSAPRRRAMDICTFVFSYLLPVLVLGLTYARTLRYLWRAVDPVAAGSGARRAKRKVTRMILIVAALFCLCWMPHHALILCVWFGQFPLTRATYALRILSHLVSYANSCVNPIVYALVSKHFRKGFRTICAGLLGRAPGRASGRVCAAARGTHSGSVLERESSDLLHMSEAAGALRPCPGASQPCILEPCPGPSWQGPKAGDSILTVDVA
BB579 growth dn = growth inhibitors of yeast BB579 in restrictive medium, primary screen, yeast lifespan-shortening project, S. cerevisiae. OD615, 48 h. inhibition, % at 10 µM. 140,000 compounds, 0.51% hits. AID 804, 2007;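 active = inhibition above a set limit, 3 SD over the mean compound inhibition, cut at about 44% in these data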; note: inactives centre near -24
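Assay system: S. cerevisiae DeaD strain BB579 yeast. Medium: CSMM-D restrictive synthetic medium containing dextrose (glucose). Times: 4 h cell preincubation, 48 h compound exposure, 30 °C humidified. Signal: OD615 turbidity measurement. Benchmarks: positive control amphotericin B 10 µg/mL.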
E-sel TNF inh = E-selectin induction blockers in HUVEC – imaging, immunofluorescence, high content, primary screen | HUVEC TNFa-induced E-selectin immunofluorescence | inhibition, % at 2 µM | 120,000 compounds, 0.71% hits | AID 1246, 2008;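 active = inhibition above the batch mean plus 3 SD, and confirmed as a hit on visual image review, cut at about 43% in these data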;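 note: 0% = TNF-stimulated DMSO wells and 100% = unstimulated control wells; not every result past the cut was called active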
HCT116 bCat-KO = primary screen for growth suppressors in beta-catenin knockout HCT116 cells (colon tumor, human). AID 818, 2007. 140,000 compounds, 1.5% hits. viability, % at 10 µM. HCT116 beta-catenin knockout viability, CellTiter-Glo, 60 h; hits give low values;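 active = viability at or under a set limit, the compound median less 4 SD, cut at about 6% in these data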;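 note: 0% = Hyamine 1622 control at 20 µM and 100% = untreated cell control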
Phagocyt inh = inhibitors of macrophage phagocytosis, primary screen, imaging, J774A.1 cells, IgG beads; J774A.1 macrophage IgG-bead phagocytosis; inhibition, % at 5 µM; 110,000 compounds, 0.07% hits; AID 1029, 2008;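 active = inhibition above the mean of the plate negative controls plus 5 SD, cut at about 13% in these data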;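 note: phagocytic index as fraction of beads internalized from green versus red external bead signal; plate controls were DMSO negative control for no effect and cytochalasin-D positive control for full effect; some results beyond the cut were filed as inactive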
MRP-1 activ = H69AR viability gain despite doxorubicin, primary screen, MRP-1 activator project, H69AR cells, CellTiter-Glo | 140,000 compounds, 0.61% hits | viability rescue | viability increase, % at 10 µM | AID 799, 2007;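 active = viability gain under doxorubicin at or above a set limit, the compound median plus 3 SD, cut at about 4.7% in these data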;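 note: MRP-1 overexpressing cells given doxorubicin 25 µM after compound pretreatment; 18-22 h compound pretreatment then 72 h with doxorubicin before readout; 0% = doxorubicin-only wells and 100% = vehicle-treated cells without doxorubicin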
Yeast lifespan up = compounds extending yeast replicative lifespan, primary screen, S. cerevisiae, OD615 | S. cerevisiae growth with nicotinamide; deaD strain in restrictive glucose medium | inhibition of the nicotinamide effect, % at 10 µM | 130,000 compounds, 0.68% hits | AID 775, 2007;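 active = inhibition above a set limit, placed 3 SD over the median of all compounds, cut at about 26% in these data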;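 note: 0% = nicotinamide-treated wells and 100% = cells grown without nicotinamide; some compounds called inactive have numbers as strong as hits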
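Test system: DeaD-strain S. cerevisiae / Buffer or medium: restrictive glucose medium / Also added: nicotinamide 1.5 mM / Doses: one concentration, 10 µM, DMSO 0.25% / Schedule: 48 h at 30 °C / Signal: OD615 measurement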
* marks the source's active call; other numbers are inactive results; · = no result given.

Values in the order – NPY Y2 blocker	Measles CPE	HCT116 PTEN-null	GALR2 antag	BB579 growth dn	E-sel TNF inh	HCT116 bCat-KO	Phagocyt inh	MRP-1 activ	Yeast lifespan up
CC1CCN(CCCOc2ccc(OCc3ccccc3)cc2)CC1
  22*	20	37	-8	-53	·	25	2	-2.9	-7
COc1ccc(-c2cc(C(F)(F)F)nc(-n3cc(Br)cn3)n2)cc1
  2	30	80	-6	-51	8	71	0	0.8	1
CC(C)(C)N(NC(=O)c1ccccc1)C(=O)c1ccc(C(=O)N(NC(=O)c2ccccc2)C(C)(C)C)cc1
  2	13	98	-5	-23	·	86	-6	-0.6	-1
Cc1c(C(=O)Nc2ccc(-n3cnnn3)cc2)oc2ccccc12
  0	2	109	-8	-63	·	85	0	-1.1	-5
O=C(NCCC1=CCCCC1)C(=O)NCC1OCCCN1S(=O)(=O)c1ccccc1 (configuration not stated)
  -1	10	89	2	-20	·	93	4	2.2	-3
CCOc1cc(C2C3=C(CCCC3=O)N(C)C3=C2C(=O)CCC3)cc(Cl)c1O
  3	16	71	13	-37	-2	72	·	-3.8	-2
CS(=O)(=O)Nc1ccccc1Oc1ccccc1
  -2	9	92	-8	-23	-9	95	·	-2.2	-1
S=c1[nH]ncn1/N=C/c1cccc(Oc2ccccc2)c1
  4	10	107	-12	-30	1	107	0	-1.8	-9
CC(C)NC(=O)c1cc2c(s1)CCCC2
  0	10	79	6	-19	-15	75	·	-2.1	·
OC(c1ccccc1)c1cccnc1 (configuration not stated)
  2	17	90	0	-50	29	94	-1	-2.8	-2
O=C(CN(C(=O)CNC(=O)c1cccs1)c1ccc2c(c1)OCCO2)NC1CCCC1
  0	37	95	1	-35	40	102	-1	-1.3	-7
COC(=O)c1nc(N)sc1-c1ccc(OC)cc1
  1	3	97	-17	-64	5	87	0	-0.9	-7
Cc1cccc(N2CCN(C(=O)c3cnn4c(C(F)F)cc(-c5ccccc5)nc34)CC2)c1C
  2	5	3.5*	6	-45	·	2.3*	-1	-5.5	-4
Cc1ccc(-c2[nH]nc3c2C(c2ccccc2OC(=O)N2CCOCC2)C(C#N)=C(N)O3)cc1 (configuration not stated)
  0	17	89	1	6	-33	99	·	-3.4	-21
CC(=O)c1ccc(NC(=O)CSc2nnc(Cc3cccn3C)n2-c2ccc(F)cc2)cc1
  -4	3	85	2	-4	16	92	·	-3.2	-8
O=C(NCCN1C(=O)S/C(=C\c2cccnc2)C1=O)c1cccc(OC(F)F)c1
  5	3	87	7	-21	1	85	-5	-3.7	-4
CCOC(=O)c1c(NC(=S)NCCc2ccccc2)sc2c1CC(C(C)C)OC2 (configuration not stated)
  1	6	45	-8	-23	·	50	-11	-1.7	-3
CCN1CCN(CC(O)COc2ccc(Cl)cc2)CC1 (configuration not stated)
  0	33	92	2	-72	15	90	·	0.8	-14
Clc1ccc(-c2nc(Cc3ccccc3Cl)no2)cc1
  0	3	94	4	-41	-9	100	-1	1.2	-23
CCOC(=O)c1ccc(S(=O)(=O)NNC(=O)COc2cccc(C)c2)cc1
  5	6	98	-4	-48	·	88	-15	-0.1	4

Entries above that contain a thiophene ring, fused or not (3):
Values in the order – NPY Y2 blocker	Measles CPE	HCT116 PTEN-null	GALR2 antag	BB579 growth dn	E-sel TNF inh	HCT116 bCat-KO	Phagocyt inh	MRP-1 activ	Yeast lifespan up
CC(C)NC(=O)c1cc2c(s1)CCCC2
  0	10	79	6	-19	-15	75	·	-2.1	·
O=C(CN(C(=O)CNC(=O)c1cccs1)c1ccc2c(c1)OCCO2)NC1CCCC1
  0	37	95	1	-35	40	102	-1	-1.3	-7
CCOC(=O)c1c(NC(=S)NCCc2ccccc2)sc2c1CC(C(C)C)OC2 (configuration not stated)
  1	6	45	-8	-23	·	50	-11	-1.7	-3

(listing goes on)
Values in the order – NPY Y2 blocker	Measles CPE	HCT116 PTEN-null	GALR2 antag	BB579 growth dn	E-sel TNF inh	HCT116 bCat-KO	Phagocyt inh	MRP-1 activ	Yeast lifespan up
CCOc1cc(N2C(=O)CC3CS(=O)(=O)CC32)c(OCC)cc1NC(=O)c1ccccc1 (configuration not stated)
  1	20	88	10	-32	·	77	-3	-2.4	-9
CCOC(=O)C1CCCN(c2nc3ccccc3nc2C(C#N)C(=O)OC(C)C)C1 (configuration not stated)
  4	6	91	9	-30	24	87	-8	0.1	-2
CCN(CC)CCCN(Cc1cc2cc(OC)c(OC)cc2[nH]c1=O)C(=O)Nc1ccccc1
  3	6	88	-16	-35	9	84	0	-0.6	-6
CCOC(=O)C(C)(C)Sc1ncnc2nc[nH]c12
  1	9	94	-1	-36	10	99	·	-1.1	·
CSc1ccc(-c2nnn(Cc3ccc(Br)cc3)n2)cc1
  14	9	94	-14	-11	-13	96	-1	4.3	-6
O=C(COc1ccc(Cl)cc1)NCCSCc1ccccc1Cl
  16	15	92	-10	-46	·	102	-11	-2.5	-7
C(=N\n1cnnc1)/c1ccccc1OCCOc1ccccc1
  1	12	35	3	-67	·	43	-1	-1.4	13
Cc1cc(C)c2oc(C(=O)Nc3ccc(S(=O)(=O)N4CCC(C)CC4)cc3)cc(=O)c2c1
  2	56*	67	2	-12	16	64	-6	-3.3	-1
O=C1CC(Nc2ccccc2)C(=O)N1CCc1ccccc1 (configuration not stated)
  3	13	101	-9	-35	6	104	-1	0.5	-9
CCN(CC)C(=O)C(=O)N/N=C/c1cccs1
  -1	7	96	1	-36	-67	93	·	-0.5	1
O=C(NCCCc1ccccc1)c1cccc([N+](=O)[O-])c1
  2	5	89	-4	-42	3	91	·	-0.1	-2
CN1CCN(c2ccc(NC(=O)c3cccc(OCc4ccccc4)c3)cc2)CC1
  0	3	14	-2	-48	1	2.6*	-5	-2.5	-12
COc1ccc2cc(Br)ccc2c1CC(=O)NC(C)(C)C
  11	11	81	12	-21	·	84	·	-1.1	7
COCCCNC(=S)NNC(=S)Nc1ccc(F)cc1F
  7	11	95	-3	-6	16	91	0	-2.1	-2
CCOc1ccc(N2Nc3n[nH]c(N)c3N2)cc1
  -4	3	99	12	8	1	88	·	-3.3	·
Cc1nn2c(-n3ccnc3C)c3c(nc2c1-c1ccccc1)CCC3
  -3	6	99	5	-31	8	105	1	-2.0	-5
O=C(CSc1ccccc1C(=O)O)NCc1ccco1
  -1	1	84	1	-14	-21	86	·	-2.9	-10
COc1ccccc1/C=C(/CC(=O)NCc1ccc2c(c1)OCO2)c1nc2ccccc2s1
  6	20	76	17	-12	-5	88	-4	-4.2	2
COc1ccc(/C=N/Nc2ncnc3c2[nH]c2ccccc23)c(OC)c1OC
  3	9	87	1	-14	18	94	-7	-4.1	-2
c1ccc2c(c1)CCN(c1nc3cc4c(cc3s1)OCO4)C2
  3	6	72	8	-78	-7	68	4	-1.9	-11

Compound profiles (already shown).
c1ccc2c(c1)CCN(c1nc3cc4c(cc3s1)OCO4)C2 is listed as NPY Y2 blocker: 3; Measles CPE: 6; HCT116 PTEN-null: 72; GALR2 antag: 8; BB579 growth dn: -78; E-sel TNF inh: -7; HCT116 bCat-KO: 68; Phagocyt inh: 4; MRP-1 activ: -1.9; Yeast lifespan up: -11
O=C(CSc1ccccc1C(=O)O)NCc1ccco1 is listed as NPY Y2 blocker: -1; Measles CPE: 1; HCT116 PTEN-null: 84; GALR2 antag: 1; BB579 growth dn: -14; E-sel TNF inh: -21; HCT116 bCat-KO: 86; Phagocyt inh: ·; MRP-1 activ: -2.9; Yeast lifespan up: -10
COc1ccc2cc(Br)ccc2c1CC(=O)NC(C)(C)C is listed as NPY Y2 blocker: 11; Measles CPE: 11; HCT116 PTEN-null: 81; GALR2 antag: 12; BB579 growth dn: -21; E-sel TNF inh: ·; HCT116 bCat-KO: 84; Phagocyt inh: ·; MRP-1 activ: -1.1; Yeast lifespan up: 7

Following part:
Values in the order – NPY Y2 blocker	Measles CPE	HCT116 PTEN-null	GALR2 antag	BB579 growth dn	E-sel TNF inh	HCT116 bCat-KO	Phagocyt inh	MRP-1 activ	Yeast lifespan up
CC(C)CCNC(=O)CN(Cc1ccc2c(c1)OCO2)C(=O)Cn1nnc(-c2cccs2)n1
  7	14	94	-12	-33	·	88	0	-2.2	-5
Cc1cccc(C)c1NC(=O)C(C)c1ccc(-c2ccccc2)c(F)c1 (configuration not stated)
  8	5	71	2	-20	-3	78	0	4.5	12
CN(Cc1ccccc1)C(=O)c1ccccc1Br
  2	6	84	-1	-45	-24	82	-4	-1.0	10
Cc1[nH]c2c(C)cccc2c(=O)c1Br
  4	4	95	16	-4	-10	95	·	-1.5	-4
O=C1OC(c2ccccc2)c2ccc3ccccc3c21 (configuration not stated)
  5	9	87	18	-14	·	91	-2	-2.0	-1
O=c1oc2ccccc2c(NCc2ccccc2)c1[N+](=O)[O-]
  2	-1	85	3	-16	·	88	-8	-3.2	0
Cc1ccccc1NC(=S)NC(NC(=O)N(C)C)C(Cl)(Cl)Cl (configuration not stated)
  -1	24	84	5	-26	1	95	·	-3.3	-4
CCCCn1c(SCC(=O)NC(C)CC)nc2ccc(N3CCOCC3)cc2c1=O (configuration not stated)
  2	16	85	7	-90	·	95	-1	-1.9	-12
COC(=O)c1c(NC(=O)C2C3CCC(O3)C2C(=O)O)sc2c1CCCCCC2 (configuration not stated)
  1	8	95	-3	-16	·	92	3	-0.5	12

Bioassay records: PubChem, several laboratories
